Compound activity deposited in PubChem by Broad Institute.
PglD inh: C. jejuni PglD acetyltransferase inhibitors, primary screen, biochemical, DTNB colorimetric, single point. UDP-N-acetylbacillosamine N-acetyltransferase PglD (Campylobacter jejuni). purified PglD enzyme, DTNB colorimetric CoA detection. inhibition, % at 12.5 µM. hit rate 0.098% among 360,000. AID 602405, 2012; in the data active means inhibition above about 16%, passing the limit was not always enough; inconclusive means no clear call, values can overlap the other calls; further: strong numbers were not always called active
ERp5 block: inhibitors of ERp5-driven insulin aggregation, primary screen, biochemical, turbidity, absorbance 650 nm, single point. Protein disulfide-isomerase A6 (Homo sapiens), Q15084. 90 min. inhibition, % at 9.99 µM. hit rate 0.05% among 350,000. AID 651711, 2012;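 active means mean replicate inhibition above about 25%, with every replicate also reaching it, limit read from the data, passing the limit was not always enough; inconclusive means only one of those two criteria met; inactive means neither criterion met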
Target sequence (Q15084 whole entry, looked up): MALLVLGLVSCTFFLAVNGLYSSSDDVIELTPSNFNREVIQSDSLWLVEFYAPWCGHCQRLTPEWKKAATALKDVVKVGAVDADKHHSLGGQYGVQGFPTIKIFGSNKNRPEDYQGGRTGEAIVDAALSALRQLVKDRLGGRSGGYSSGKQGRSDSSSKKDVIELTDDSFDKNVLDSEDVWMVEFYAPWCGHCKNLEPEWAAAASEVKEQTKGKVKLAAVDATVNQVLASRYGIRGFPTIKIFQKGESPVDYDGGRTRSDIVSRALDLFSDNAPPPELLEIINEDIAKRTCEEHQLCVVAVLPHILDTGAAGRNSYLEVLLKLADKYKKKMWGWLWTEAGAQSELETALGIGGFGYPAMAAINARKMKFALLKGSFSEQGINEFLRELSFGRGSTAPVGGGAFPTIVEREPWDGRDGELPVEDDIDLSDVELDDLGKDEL
E-sel inducer: E-selectin induction in HUVECs, primary screen, imaging, HUVEC, immunofluorescence imaging, single point; P16581; normalized: neutral wells 0, TNF-alpha wells 100; activation, % at 7.58 µM; hit rate 0.37% among 260,000; AID 686992, 2013;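 active means mean E-selectin-positive cell signal at least 10% of the positive control, reached in at least 60% of replicates, without over 20% cell loss; inconclusive means no rule given, readout overlaps actives, possibly toxicity-flagged; inactive means the rest, including those meeting only one limit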;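 further: in these data hits start at about 27%; measured in HUVEC primary endothelial cells; signal is the percent of cells scored E-selectin positive by PE staining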
Target sequence (P16581 whole entry, looked up): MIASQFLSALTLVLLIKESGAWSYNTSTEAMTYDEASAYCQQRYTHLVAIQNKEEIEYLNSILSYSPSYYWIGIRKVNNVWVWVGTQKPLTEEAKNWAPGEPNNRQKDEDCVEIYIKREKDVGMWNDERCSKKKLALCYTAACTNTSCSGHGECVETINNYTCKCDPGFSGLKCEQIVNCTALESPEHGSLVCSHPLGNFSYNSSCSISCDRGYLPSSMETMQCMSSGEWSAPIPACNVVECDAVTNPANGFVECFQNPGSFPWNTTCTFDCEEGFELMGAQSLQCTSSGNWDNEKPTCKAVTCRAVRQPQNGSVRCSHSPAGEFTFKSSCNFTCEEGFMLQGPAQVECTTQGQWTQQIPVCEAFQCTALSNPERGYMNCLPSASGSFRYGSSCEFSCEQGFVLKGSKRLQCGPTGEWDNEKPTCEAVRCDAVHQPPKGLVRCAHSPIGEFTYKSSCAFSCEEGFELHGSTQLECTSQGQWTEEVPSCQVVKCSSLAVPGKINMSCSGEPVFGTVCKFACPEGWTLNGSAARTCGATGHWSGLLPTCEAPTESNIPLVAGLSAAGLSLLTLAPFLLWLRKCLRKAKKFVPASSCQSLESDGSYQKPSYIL
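Assay system: HUVEC, human umbilical vein endothelial cells / Amount: 3,000 HUVEC/well / Controls: TNF-alpha positive control, DMSO neutral control / Compound dosing: single concentration / Medium: EGM-2 over gelatin coat / Evaluation: percent E-selectin-positive cells / Signal: immunofluorescence imaging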
DENV2 CPE: inhibitors of DENV2 cytopathic effect, primary screen, cell-based, plate reader, single concentration | DENV2-infected cells, cytopathic effect rescue | hit rate 1.7% among 350,000 | CPE inhibition, % at 9.99 µM; in the data active means CPE inhibition above about 20%, passing the limit was not always enough; inconclusive means no clear call, values can overlap the other calls; tested in BHK-21 cells;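 further: 0% = median of neutral control wells and 100% = median of positive control wells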
C2C12 statin: suppressors of statin myotoxicity in C2C12 myotubes, primary screen, cell-based, single point, plate reader. AID 602340, 2012. rescue of ATP level, % at 7.49 µM. C2C12 myotubes + simvastatin, ATP luminescence, 48 h; scaled: DMSO 0, geranylgeraniol control 100. hit rate 0.78% among 330,000;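 active means mean ATP rescue above about 67%, or every replicate alone reaching that limit, limit read from the data, passing the limit was not always enough; inconclusive means no clear call, values can overlap the other calls; inactive means mean under the limit and some replicate under it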;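 further: myotubes were challenged with 10 µM simvastatin during compound exposure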
SIRT5 block: SIRT5 desuccinylase inhibitors, primary screen, biochemical, fluorescence imaging, single point, set 5; inhibition, % at 15 µM; hit rate 1.1% among 330,000; Purified SirT5, succinyl-peptide AMC, trypsin-coupled fluorescence; NAD-dependent protein deacylase sirtuin-5, mitochondrial (Homo sapiens), Q9NXA8; in the data active means inhibition above about 15%; inconclusive means no clear call, values can overlap the other calls
S100A4 inh HTS: inhibitors of S100A4-myosin IIA peptide binding, primary screen, biochemical, fluorescence polarization, TAMRA-MyoIIA peptide; inhibition, % at 10.7 µM; hit rate 0.14% among 360,000; AID 652163, 2013;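 active means mean inhibition of at least 70% across replicates, with every replicate also reaching that level; inconclusive means mean inhibition reaches 70% but some replicates fall short; inactive means mean inhibition below 70%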
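Material: human S100A4 monomer with TAMRA-labelled myosin IIA peptide; buffer or medium: HEPES pH 7.2 with CaCl2, KCl, NaCl, DTT, Triton; compound dosing: one concentration per compound; schedule: 5 min incubation before reading; benchmarks: neutral control DMSO, positive control TFP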
The depositor's hits bear a star; ? = inconclusive; · = not tested or not shown; & = joins results of further samples.

SMILES	PglD inh	ERp5 block	E-sel inducer	DENV2 CPE	C2C12 statin	SIRT5 block	S100A4 inh HTS
Cc1c(C(=O)N2CCCCC2)c(S(=O)(=O)N(C)Cc2ccco2)c(C)n1C	1	3	0.0	-6	6	2	-1
Cc1ccccc1S(=O)(=O)Cc1ccc(C(=O)N2CC(C)CC(C)C2)o1 (centres undefined)	-6	-4	·	-4	-6	·	-5
CC(=O)N1[C@H](CO)[C@H](c2ccc(-c3ccccc3)cc2)[C@@H]1CNC(=O)NC(C)C	·	-5	0.1	5	·	3	4
CC(C(=O)NCC1CCCCC1)N1CCN(S(=O)(=O)c2cccs2)CC1 (centres undefined)	-4	3	-0.9	?	14	-3	-1
Cc1cccc(OCC(=O)O/N=C(\N)c2ccncc2)c1	6	4	3.7	-2	3	-7	-1
CN(C)S(=O)(=O)c1ccc2oc(SCC(=O)Nc3ccccc3F)nc2c1	·	1	0.1	1	-16	-7	-3
CN1CCCCN2[C@H](C1)[C@@H](c1ccc(C#Cc3ccccc3F)cc1)[C@@H]2CO	-3	3	-0.2	-23	18	1	-25
COc1ccc(Cl)cc1S(=O)(=O)NC(C)C(=O)NCc1ccncc1 (centres undefined)	1	3	2.8	-2	25	4	-3
CC1CCc2sc(C(=O)NNC(=S)NC3CC3)cc2C1 (centres undefined)	0	-4	-0.4	12	-2	-2	7
CCc1cc(C(=O)N(Cc2ccccc2)c2c(N)n(CCOC)c(=O)[nH]c2=O)sc1C	·	-1	6.7	-1	·	-8	1
N#Cc1c(N2CCN(c3ccc([N+](=O)[O-])cc3)CC2)[n+](=O)c2ccc(Cl)cc2n1[O-]	·	15	-0.1	2	·	-6	32
COc1ccc(/C=C(/NC(=O)c2ccco2)C(=O)N2CCCCCC2)cc1OC	·	6	-0.3	1	·	0	-2
NC(=O)C1CCN(C(=O)c2cc(-c3ccc(Cl)s3)nc3ccccc23)CC1	-4	1	·	-1	-12	-20	-8
Cc1cnc(NS(=O)(=O)c2ccc(Cl)cc2)c(Br)c1	·	-7	0.0	9	-11	-3	0
C[C@H](CO)N1C[C@H](C)[C@@H](CN(C)C(=O)C2CCCCC2)Oc2ncc(C#CCc3ccccc3)cc2C1=O	-2	3	-0.1	5	23	9	6
CC(=O)N1[C@H](CO)[C@@H](c2ccccc2)[C@@H]1CN(C)C(=O)C1CCC1	3	2	0.1	-2	-8	-1	1
COC(=O)COc1c(Cl)cc(Cl)c2ccc(C)nc12	6	-7	·	0	-4	0	0
C/C=C/c1ccc([C@@H]2[C@H](CO)N(CCC(F)(F)F)C23CN(C(=O)COC)C3)cc1	·	1	0.4	15	·	12	3
O=c1[nH]c(=O)n(C2OC(CO)C(O)C2O)c2c1CCCC2 (centres undefined)	·	16	0.1	1	·	-2	0
Cc1ccc(NS(=O)(=O)c2ccc(NC(=O)c3ccccc3C(=O)O)cc2)c(C)c1	·	4	-0.1	4	·	-11	1

A different layout for 2 compounds above:
Structure,PglD inh,ERp5 block,E-sel inducer,DENV2 CPE,C2C12 statin,SIRT5 block,S100A4 inh HTS
CC(=O)N1[C@H](CO)[C@@H](c2ccccc2)[C@@H]1CN(C)C(=O)C1CCC1,3,2,0.1,-2,-8,-1,1
O=c1[nH]c(=O)n(C2OC(CO)C(O)C2O)c2c1CCCC2 (centres undefined),·,16,0.1,1,·,-2,0

(next part)
SMILES	PglD inh	ERp5 block	E-sel inducer	DENV2 CPE	C2C12 statin	SIRT5 block	S100A4 inh HTS
COc1ccc(CNC(=O)c2cc3c(=O)n4ccccc4nc3n(Cc3cccnc3)c2=N)cc1	-15&0	·	·	·	4	·	-1
O=C(CCc1ccccc1F)N1CCN(c2ccc(C(F)(F)F)cn2)CC1	4	-3	0.0	0	2	-1	13
CCc1cc(C(=O)OC)c(NC(=O)CN2CCN(C(=O)C3CCCO3)CC2)s1 (centres undefined)	6	6	-0.1	13	0	-1	2
O=[N+]([O-])c1cccc(S(=O)(=O)[N-]c2nc3ccccc3nc2-n2cc[n+](Cc3ccccc3)c2)c1	-3	1	4.0	-1	·	0	1
O=C(CSc1nnc(-c2ccncc2)n1-c1ccccc1)NC1CC1	3	8	2.1	5	-12	-2	-1
Cc1ccc(S(=O)(=O)N(C)C[C@@H]2Oc3ccc(NC(=O)C4CC4)cc3C(=O)N([C@H](C)CO)C[C@@H]2C)cc1	0	2	-6.9	2	4	-3	2
COC(=O)N(C)C[C@H]1OCc2ccccc2-c2ccccc2C(=O)N([C@H](C)CO)C[C@H]1C	5	-2	0.1	10	-13	1	-4
Cc1ccc(NC(=O)COC(=O)CN2C(=O)NC(C)(C)C2=O)cc1S(=O)(=O)N1CCOCC1	·	2	5.3	4	·	-7	-3
O=C(C1CCCCC1)N1CC2(C1)[C@@H](c1ccccc1)[C@@H](CO)N2CC1CCCC1	·	-7	-0.1	69*	·	10	-1
Cc1ccc(NNC2CC(=O)N(c3cccc(Cl)c3)C2=O)cc1 (centres undefined)	·	-1	5.9	-4	·	-4	-11
Cc1ccc(C)c(S(=O)(=O)N2CCN(c3ncnc4sccc34)CC2)c1	·	-2	-0.5	-1	-17	7	9
C/C=C/c1ccc([C@H]2[C@@H](C#N)N(c3nc(CC)cs3)[C@H]2CO)cc1	0	3	0.0	-2	-20	1	17
CSc1cccc(CN2CCCC(CO)(Cc3cccc(Cl)c3)C2)c1 (centres undefined)	-6	2	0.2	2	·	0	19
CC(C)CN1C(=O)CN(S(C)(=O)=O)CC1(C)C(=O)NCc1ccccc1 (centres undefined)	·	-1	-0.1	-10	·	2	-9
O=C(c1cnc(Cl)c(Cl)c1)N1CCN(S(=O)(=O)c2cccs2)CC1	-1	3	2.4	5	0	·	-4
O=C(NCCc1ccc(Cl)cc1)c1cccc(S(=O)(=O)N2CCCC2)c1	·	-3	0.4	-5	-11	2	-2
O=C(CSc1ncccn1)N/N=C/c1ccc2c(c1)OCO2	-1	-3	-0.1	-5	4	1	-1
COc1cc(-c2nc(CCNC(=O)c3ccco3)cs2)cc(OC)c1OC	-2	12	-0.5	1	-21	-5	0
COc1ccc(C(c2c(NC(=O)c3ccccc3)sc(C)c2C)N2CCN(CCO)CC2)cc1 (centres undefined)	·	-1	-0.2	·	·	-4	2
C[C@@H]1CN([C@H](C)CO)C(=O)c2cc(NS(=O)(=O)c3cn(C)cn3)ccc2O[C@H]1CN(C)Cc1ccc(C(F)(F)F)cc1	-1	-2	-2.3	2	-22	1	3
C[C@@H]1CN([C@H](C)CO)C(=O)c2cc(NC(=O)CCCN(C)C)ccc2O[C@@H]1CN(C)Cc1ccccc1	-1	8	-0.3	5	0	3	4
Cc1ccnc(NC(=O)CCNC(=O)c2ccccc2Cl)c1	-4	5	0.5	-3	-2	6	-2
O=C(CN(Cc1ccco1)C(=O)c1ccc(F)cc1)Nc1ccccc1Br	2	5	·	0	0	3	1
O=C(CCN1C(=O)c2ccccc2S1(=O)=O)N1CCN(c2ccc(F)cc2)CC1	·	7	0.0	1	12	-1	-2
C[C@H]1CN([C@@H](C)CO)C(=O)c2cc(C#Cc3ccccn3)cnc2O[C@H]1CN(C)CC1CCOCC1	-1	-1	0.0	-10	31	3	11
COc1ccc(NC(=O)Nc2cccc3c2O[C@@H](CN(C)C(=O)Nc2ccccc2)[C@H](C)CN([C@H](C)CO)C3=O)cc1	4	-7	0.8	36*	19	-7	3
COc1ccc(NC(=O)Cn2c(=O)oc3cc(S(=O)(=O)N4CCCC4)ccc32)c(OC)c1	·	-3	-0.1	-11	17	-1	-5
O=C1NC2c3c(Cl)sc(Cl)c3C(=O)C2O1 (centres undefined)	·	-9	0.2	2	18	·	2
C[C@H]1CN([C@@H](C)CO)S(=O)(=O)c2ccc(C3=CCCC3)cc2O[C@H]1CN(C)Cc1ccccc1	-1	1	-0.6	-3	-18	11	-2
CN(C=O)c1ccc(CSc2ccccc2)cc1	6	-10	0.1	9	-2	36*	0
COc1ccc(/C=C(/NC(=O)c2ccc(Br)cc2)C(=O)N2CCOCC2)cc1	·	0	0.3	-1	·	-3	0
C[C@@H]1CN([C@H](C)CO)C(=O)c2cc(C#Cc3ccccn3)cnc2O[C@@H]1CN(C)CC1CCOCC1	-7	-1	-0.2	3	-6	3	2
COc1ccc(/C=N/NC(=O)CN(C)C(=O)OCc2ccccc2)cc1OC	-6	-3	·	1	-3	-3	-9
C[C@H]1CN([C@@H](C)CO)C(=O)Cc2cc(NC(=O)Cc3ccccc3)ccc2O[C@H]1CN(C)C(=O)Nc1ccc(C(F)(F)F)cc1	2	-7	-1.9	16	-5	2	58
COc1ccc(CNC(=O)CCS(=O)(=O)c2ccc3c(c2)NC(=O)CS3)cc1	-5	-5	1.5	35*	-1	2	-4
COc1ccc(/C=N/Nc2nnc(Cc3ccccc3)c(=O)[nH]2)cc1	-5	9	2.4	3	11	-3	8
CCCCc1nc2cc(C(=O)N(C)C3CCOCC3)ccc2o1	2	-3	0.0	-11	-2	2	-7
C=CCN=c1scc(C)n1/N=C/c1ccc(O)c(O)c1	·	6	-0.2	0	·	0	-1
CCN(CC)S(=O)(=O)c1ccc(NC(=O)CCNC(=O)c2ccco2)cc1	-1	4	·	2	4	-4	-1
C[C@@H]1CN([C@@H](C)CO)C(=O)c2cc(NS(=O)(=O)c3cccs3)ccc2O[C@@H](C)CCCCO[C@H]1CN(C)Cc1ccc(C(=O)O)cc1	2	-1	-0.1	-3	·	1	3
O=C1CC(NS(=O)(=O)c2ccc3ccccc3c2)CN1c1ccccc1 (centres undefined)	·	10	0.3	0	-1	2	-2
C[C@@H]1CN([C@@H](C)CO)C(=O)c2cc(C#CC3CCCC3)cnc2O[C@@H]1CN(C)C(=O)Cc1ccccn1	4	2	-0.2	12	3	3	-11
CCCC(=O)N(c1ccccc1)C1C=CS(=O)(=O)C1 (centres undefined)	·	-1	·	1	·	-7	8
CCn1nnc(NC(=O)COc2ccc([N+](=O)[O-])cc2)n1	·	2	·	14	-11	-3	-10
C[C@@H]1CN([C@H](C)CO)C(=O)c2cc(NC(=O)CCC(F)(F)F)ccc2O[C@H]1CN(C)C(=O)Nc1ccccc1	-1	-4	0.0	-8	-2	-1	-5
COc1ccc(S(=O)(=O)N[C@H]2CC[C@@H](CCn3cc(C(C)C)nn3)O[C@H]2CO)cc1	21	-4	-0.5	4	1	0	-6
COC(=O)c1ccc(C(=O)N(CCN(C)C)c2nc3c(Cl)cccc3s2)cc1	·	-1	·	-5	·	-6	4
C[C@@H]1CN([C@@H](C)CO)S(=O)(=O)c2ccc(C3=CCCCC3)cc2O[C@H]1CN(C)C(=O)CC1CC1	4	8	-0.2	-8	·	5	2
O=C(N/N=C/c1cc2c(cc1Cl)OCO2)c1ccc2c(c1)OCCO2	·	7	·	-4	·	-2	2

Printed as active in SIRT5 block, of those listed so far:
SMILES | PglD inh | ERp5 block | DENV2 CPE | SIRT5 block | S100A4 inh HTS
CN(C=O)c1ccc(CSc2ccccc2)cc1 | 6 | -10 | 9 | 36* | 0

Compound profiles, from the list above. Values in the order: PglD inh | ERp5 block | E-sel inducer | DENV2 CPE | C2C12 statin | SIRT5 block | S100A4 inh HTS
`CCCC(=O)N(c1ccccc1)C1C=CS(=O)(=O)C1` (centres undefined) is listed with · | -1 | · | 1 | · | -7 | 8
`COC(=O)c1ccc(C(=O)N(CCN(C)C)c2nc3c(Cl)cccc3s2)cc1` is listed with · | -1 | · | -5 | · | -6 | 4

Not all compounds are listed (hit frequency here may not be typical).
